Mac1 fbg enh = increases human CD11b/CD18 adhesion to fibrinogen; P05107+P11215; K562 CD11b/CD18 adhesion to fibrinogen, ATPlite luminescence; 0.07% of 93,000 active; AID 1499; activation, % at 10 µM;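 active = 10 µM primary screen giving 50% or more activity, confirmed by 40% or more on retest at that dose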; also: strong numbers were not always called active
Mac1 fbg inh = blocks human CD11b/CD18 adhesion to fibrinogen; 0.54% of 93,000 active; inhibition, % at 10 µM; K562 CD11b/CD18 adhesion to fibrinogen, ATPlite luminescence; Mn2+ added to activate the integrin; AID 1497;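 active = primary inhibition of 50% or more at 10 µM, then 40% or more on retest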; also: some results filed as inactive read as strong as hits
ERa SRC1 inh = ER-alpha (human) coactivator binding inhibition; TR-FRET ER-alpha LBD / SRC-1 peptide, estradiol-bound; inhibition, % at 25.6 µM; 1.7% of 86,000 active; P03372; in the data active = inhibition above about 50%;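 also: 0% = receptor plus peptide control and 100% = peptide only without receptor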
Target sequence (P03372 whole entry, looked up, the tested form may be a part): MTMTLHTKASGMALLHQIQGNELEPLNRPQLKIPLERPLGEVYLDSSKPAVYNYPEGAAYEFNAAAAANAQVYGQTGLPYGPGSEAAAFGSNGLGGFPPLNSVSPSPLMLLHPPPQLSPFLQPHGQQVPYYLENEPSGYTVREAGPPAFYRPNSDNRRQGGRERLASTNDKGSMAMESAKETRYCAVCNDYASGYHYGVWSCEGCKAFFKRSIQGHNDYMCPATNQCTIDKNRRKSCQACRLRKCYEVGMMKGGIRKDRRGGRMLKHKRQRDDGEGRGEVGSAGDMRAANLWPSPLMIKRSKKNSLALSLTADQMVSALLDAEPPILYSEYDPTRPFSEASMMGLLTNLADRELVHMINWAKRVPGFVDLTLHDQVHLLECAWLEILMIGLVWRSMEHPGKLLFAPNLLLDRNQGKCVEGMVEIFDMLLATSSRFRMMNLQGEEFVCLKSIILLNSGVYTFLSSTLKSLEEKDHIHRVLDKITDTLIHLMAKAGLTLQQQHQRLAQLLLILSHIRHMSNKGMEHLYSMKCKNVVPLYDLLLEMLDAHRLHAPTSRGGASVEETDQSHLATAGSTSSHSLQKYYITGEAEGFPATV
ERb coact inh = blocks coactivator binding to human estrogen receptor beta; Q92731; TR-FRET ER-beta LBD / SRC1-Cy5 peptide binding; receptor agonist-loaded with 1 µM estradiol; 1.3% of 86,000 active; inhibition, % at 25.6 µM;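 active = compounds whose percent inhibition of the receptor-coactivator binding signal exceeds about 50% in the single-dose screen, limit read from the data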;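 also: 0% = receptor plus peptide wells without compound and 100% = peptide-only wells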
Target sequence (Q92731 whole entry, looked up, the tested form may be a part): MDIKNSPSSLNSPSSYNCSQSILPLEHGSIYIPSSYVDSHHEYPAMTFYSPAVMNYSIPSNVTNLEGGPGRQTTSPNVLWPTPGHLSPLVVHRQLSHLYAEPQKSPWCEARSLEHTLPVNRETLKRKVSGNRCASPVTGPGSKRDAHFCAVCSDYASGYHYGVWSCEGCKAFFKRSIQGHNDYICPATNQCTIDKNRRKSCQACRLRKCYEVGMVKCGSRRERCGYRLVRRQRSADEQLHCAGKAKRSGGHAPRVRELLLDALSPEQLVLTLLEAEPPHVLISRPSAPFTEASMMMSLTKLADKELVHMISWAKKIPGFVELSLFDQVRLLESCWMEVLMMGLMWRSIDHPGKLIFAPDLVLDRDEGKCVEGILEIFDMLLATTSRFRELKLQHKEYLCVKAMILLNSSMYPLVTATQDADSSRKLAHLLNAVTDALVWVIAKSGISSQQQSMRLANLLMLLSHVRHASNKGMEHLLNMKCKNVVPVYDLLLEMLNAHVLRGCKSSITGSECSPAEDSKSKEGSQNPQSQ
HIV Rev-RRE inh = inhibitors of HIV-1 Rev-RRE RNA interaction; P05866; Rev peptide-RRE RNA binding, FRET; inhibition, % at 8 µM; 0.79% of 97,000 active; AID 704;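 active = inhibition above the screen-wide mean plus 3 SD, cut at about 35% in these data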;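 also: 0% = median DMSO wells and 100% = median Neomycin B control wells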
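Test system – labelled RRE RNA duplex and labelled Rev peptide · Reagent – labelled Rev peptide · Doses – one concentration, 8 µM nominal · Incubation – 5 + 15 min at 25 °C · Signal – FRET fluorescence readout · Read-out basis – % inhibition of FRET ratio versus controls · Control set – DMSO wells as 0% and neomycin B wells as 100% inhibition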
FAK inh = inhibitors of human focal adhesion kinase; biochemical FAK kinase activity assay; inhibition, %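 (tested at 7 µM)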; 0.84% of 97,000 active; in the data active = inhibition above about 19%;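 also: 0% = DMSO and 100% = reference compound high control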
Plk1 PBD FP = blocks phosphopeptide binding to human Plk1 polo box domain | inhibition, %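 (tested at about 20 µM)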 | AID 693 | 0.13% of 97,000 active | P53350 | Plk1 PBD phosphopeptide binding, fluorescence polarization; in the data active = inhibition above about 34%, passing the limit was not always enough
PLK1 kinase inh = blocks human PLK1 kinase activity; P53350; recombinant PLK1 kinase, TR-FRET peptide phosphorylation; inhibition, % at 10 µM; 0.53% of 97,000 active; AID 619;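 active = inhibition of 50% or more in the single-concentration screen; inactive = inhibition below 50%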;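 also: 0% = DMSO max control and 100% = H-89 dihydrochloride min control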
ERa coact pot = enhances coactivator binding to human estrogen receptor alpha | TR-FRET ERalpha-LBD/SRC-Cy5 coactivator binding, 2 h; 100 = basal binding, no effect | 1.3% of 86,000 active | coactivator binding (% of control), % at 25.6 µM | AID 639; in the data active = activity above about 200%;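 also: binding measured in presence of low estradiol as agonist stimulus; 0% = peptide alone without receptor and 100% = receptor with peptide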
Starred values were filed as active, the others as inactive; . = no result given; [ ] = another dose, or the depositor's remark.

nr | Molecule | Mac1 fbg enh | Mac1 fbg inh | ERa SRC1 inh | ERb coact inh | HIV Rev-RRE inh | FAK inh | Plk1 PBD FP | PLK1 kinase inh | ERa coact pot
1 | Cc1ccc(N2C(=O)c3n[nH]c(C)c3C2c2cccnc2)cc1 (stereo not drawn) | -6 | -12 | 0 | -3[fluorescence artefact?] | 3 | 3 | -9 | 3 | 115
2 | O=C(Nc1ccc(C(F)(F)F)cc1)C1CC(=O)N(c2ccc3c(c2)OCCO3)C1 (stereo not drawn) | 20 | -2 | 14[fluorescence artefact?] | 15 | 14 | 1 | 25 | -3 | 99
3 | O=C(CSc1nnc(-c2ccc(Cl)cc2Cl)n1C1CCCCC1)N1CCCC1 | -2 | -6 | 2 | -8 | 2 | -2 | 10 | -5 | 83
4 | O=C1CC(c2ccc3c(c2)OCO3)C2=C(CCCC2=O)N1 (stereo not drawn) | 1 | -12 | 6[fluorescence artefact?] | 10 | 10 | -1 | -21 | -4 | 73[fluorescence artefact?]
5 | COc1cc(C(=O)Oc2cccc(Nc3ncnc4ccccc34)c2)cc(OC)c1OC | -6 | 64 | . | . | 8 | 7 | 10 | 7 | .
6 | O=S(=O)(N1CCCCCC1)N1CCN(S(=O)(=O)N2CCCCC2)CC1 | -3 | 2 | 1 | -7 | 2 | 1 | 4 | -4 | 111
7 | Cc1cc(SCC(=O)Nc2ccccc2C)nc(C)n1 | 7 | -4 | -1 | 5 | -1 | -1 | 5 | -11 | 89
8 | COc1ccc(N2Cc3cccc(C(=O)NC(C)CCc4ccco4)c3C2=O)cc1 (stereo not drawn) | 10 | 9 | 69*[fluorescence artefact?] | 49 | -16 | 33* | 10 | -12 | 98[fluorescence artefact?]
9 | CCc1ccc2c(c1)cc(CN(C(=S)Nc1cccc(C)c1)C1CC1)c1nnnn12 | . | . | . | . | 0 | 0 | -3 | -30 | .
10 | O=C(NCC1(c2ccccc2)CCCC1)c1cccc(Br)c1 | . | . | . | . | 9 | -2 | -7 | -5 | .

The closing three records of the section above open the next one:
nr | Molecule | Mac1 fbg enh | Mac1 fbg inh | ERa SRC1 inh | ERb coact inh | HIV Rev-RRE inh | FAK inh | Plk1 PBD FP | PLK1 kinase inh | ERa coact pot
8 | COc1ccc(N2Cc3cccc(C(=O)NC(C)CCc4ccco4)c3C2=O)cc1 (stereo not drawn) | 10 | 9 | 69*[fluorescence artefact?] | 49 | -16 | 33* | 10 | -12 | 98[fluorescence artefact?]
9 | CCc1ccc2c(c1)cc(CN(C(=S)Nc1cccc(C)c1)C1CC1)c1nnnn12 | . | . | . | . | 0 | 0 | -3 | -30 | .
10 | O=C(NCC1(c2ccccc2)CCCC1)c1cccc(Br)c1 | . | . | . | . | 9 | -2 | -7 | -5 | .
11 | CNC(=O)N(O)C1N(NC(=O)Nc2ccccc2)C(=S)SC1(C)C (stereo not drawn) | . | . | . | . | 1 | 2 | 14 | -14 | .
12 | Cc1nnc(SCc2nnc(-c3ccccc3Br)o2)n1-c1ccccc1 | 6 | 3 | 44 | 28 | 9 | 0 | -26 | -14 | 78[fluorescence artefact?]
13 | Cc1nn(-c2ccc(F)cc2)c(C)c1NS(=O)(=O)c1ccc2ccccc2c1 | . | . | 7 | -5 | 8 | -3 | -8 | -2 | 101
14 | Cc1cc(C)n2cc(CSc3nnc(-c4ccccc4)o3)nc2n1 | 0 | -3 | -6 | 3 | 5 | -4 | -21 | -3 | 124
15 | Cc1sc(NC(=O)CSc2nc(N)n(CC(=O)c3ccccc3)n2)c(C#N)c1C | 1 | 3 | -3 | -1 | 4 | 1 | 10 | -11 | 102
16 | Cc1ccc2cc3c(NC(=O)C4CCCO4)nn(CC(C)C)c3nc2c1 (stereo not drawn) | 3 | 0 | -7 | -9 | 5 | -1 | 5 | -2 | 116
17 | Clc1ccc(-c2csc(N3CCN(c4ccccc4)CC3)n2)cc1 | 5 | 1 | -11 | 11 | 8 | -1 | -39 | -7 | 110
18 | CCNC(=O)CC1SC(=Nc2cccc(Cl)c2C)N(C)C1=O (stereo not drawn) | . | . | . | . | 5 | 1 | -1 | 1 | .
19 | CS(=O)(=O)c1ccc2nc(NC(=O)c3cccs3)sc2c1 | -2 | 12 | -7 | -1 | -4 | 4 | 31 | -17 | 96[fluorescence artefact?]
20 | CC(C)N(Cc1nc(-c2ccccc2)no1)C(=O)c1ccc(Cl)cc1 | 3 | 8 | -3 | -11 | 8 | 5 | -12 | -8 | 99
21 | COc1cccc(Nc2nc(-c3cccc(N4C(=O)c5ccccc5C4=O)c3)cs2)c1 | -3 | 4 | . | . | 1 | 5 | -5 | -12 | .
22 | COc1ccc(CC(=O)NNC(=O)c2ccoc2C)cc1OC | . | . | . | . | 12 | 2 | 11 | -9 | .
23 | CCOc1ccc2nc(SCC(=O)c3cccs3)sc2c1 | -1 | 2 | -8 | -7 | 6 | 2 | -19 | -11 | 100
24 | Cc1ccc(C(=O)Oc2ccc(Cl)c3cccnc23)cc1[N+](=O)[O-] | . | . | . | . | -4 | -4 | -22 | -4 | .
25 | O=c1c2ccc([N+](=O)[O-])c3cccc(c32)c2nc3ccccc3n12 | -2 | -4 | . | . | 8 | -2 | -32 | -11 | .
26 | Cc1noc(C)c1Cc1ccc(O)cc1 | 2 | -6 | . | . | 8 | -8 | 21 | -7 | .
27 | Cc1ncn(C23CC4CC(CC(O)(C4)C2)C3)n1 | 0 | -8 | -1 | -5 | 5 | -5 | -4 | -14 | 107
28 | O=C(O)C1C(c2ccccc2)C(C(=O)Oc2ccc(O)cc2)C1c1ccccc1 (stereo not drawn) | 4 | -8 | 13 | 20 | 2 | 6 | -5 | -15 | 106
29 | COc1ccccc1C(=O)n1nc(-c2ccco2)nc1N | -4 | -2 | -30 | -20[fluorescence artefact?] | 3 | 2 | -1 | -5 | 104
30 | COc1ccc2c(c1)C(c1ccc([N+](=O)[O-])cc1)=NNC(c1ccco1)=N2 | . | . | . | . | 9 | 3 | 31 | -10 | .
31 | CCOC(=O)C1CCN(Cc2cn[nH]c2-c2ccccc2)CC1 | 0 | -5 | 2 | 5 | 1 | -2 | -13 | 11 | 115
32 | CC(C)NC(=O)c1cc(C(=O)c2cc(Cl)ccc2O)coc1=N | -4 | 9 | -2 | -7 | 1 | -8 | -16 | -10 | 117[fluorescence artefact?]
33 | CCC(=O)Nc1ccccc1C(=O)OCC(=O)c1ccccc1 | 2 | 2 | . | . | -2 | 1 | -20 | -14 | .
34 | O=C(C1CCC1)N1CCc2cc(S(=O)(=O)N3CCc4ccccc4C3)ccc21 | . | . | -12 | -5 | 7 | 0 | 11 | -15 | 107
35 | CC(C)n1nnnc1SCC(=O)NCc1ccco1 | . | . | 1 | 0 | 4 | -1 | -15 | -13 | 126
36 | COC(=O)c1cc(NC(=O)Nc2cc(OC)ccc2OC)cc(C(=O)OC)c1 | 3 | 1 | 1 | -3 | 10 | 0 | -31 | -9 | 97
37 | CCOc1ccc(NC(=O)C(=O)NCCCn2ccnc2)cc1 | -1 | -9 | . | . | 8 | -3 | -23 | -4 | .
38 | Fc1cccc(NCc2cn3ccccc3n2)c1 | -1 | 6 | -6 | -7[fluorescence artefact?] | 8 | 1 | -7 | 1 | 111[fluorescence artefact?]
39 | CC(=O)c1cccc(NC(=O)N2CCc3ccccc3C2)c1 | -2 | -1 | -6 | -1[fluorescence artefact?] | 8 | 0 | 19 | -11 | 121
40 | COc1cc(CN/C(C)=C(\C#N)C(N)=O)cc(OC)c1OC | 5 | -37 | 4[fluorescence artefact?] | 2[fluorescence artefact?] | . | . | . | . | 146
41 | CCOC(=O)CC1=Nc2ccccc2NC(=O)C1 | -4 | 7 | -4 | 5 | -2 | -9 | -8 | -3 | 109
42 | C=CCN(CC=C)Cc1ccc(C(=O)OC)o1 | . | . | -6 | -10 | 2 | -3 | 24 | -4 | 100
43 | OC(CNC1CCCC1)COc1c(F)cc(Br)cc1F (stereo not drawn) | -1 | -42 | 2 | -5 | 7 | 0 | 1 | -31 | 103
44 | COc1ccc(CCNS(=O)(=O)c2ccc(N3CCCC3=O)cc2)cc1 | . | . | -12 | -7 | 2 | -2 | -25 | -13 | 114[fluorescence artefact?]
45 | CCN1C(=O)/C(=C2\C=Cc3ccccc3N2CC)SC1=S | . | . | . | . | -2 | 1 | 3 | -8 | .
46 | CC1CCCC(C)N1C(=O)Cn1c(SCC(=O)Nc2ccc3c(c2)OCO3)nc2ccccc21 (stereo not drawn) | 0 | -17 | 2 | 10 | 1 | -3 | 7 | -2 | 91
47 | CCCc1cc(=O)[nH]c(SCCOc2ccc(OCC)cc2)n1 | -5 | 16 | -5 | -10 | 16 | 0 | -10 | 0 | 97
48 | Cc1c(Br)cc(C(=O)OC2CCN(C)CC2)c(C)c1C | -2 | 0 | 5 | -9 | 6 | 4 | -17 | -12 | 90[fluorescence artefact?]
49 | O=C(COc1ccc2ccccc2c1)Nc1nc2ccccc2[nH]1 | -4 | -5 | -3 | -8 | 3 | -1 | -5 | -14 | 102
50 | FC(F)(F)c1ccc(N2CCN(c3ncnc4c3nnn4Cc3ccccc3)CC2)nc1 | -2 | 26 | 11 | 10 | 11 | 1 | 9 | -28 | 129
51 | O=c1[nH]c2ccccc2nc1-c1cccs1 | -3 | -12 | 0 | -8 | 3 | 8 | -5 | -2 | 124[fluorescence artefact?]
52 | CCn1c(COc2ccc(Cl)cc2)nnc1SCc1nc2ccccc2[nH]1 | -2 | -6 | 2 | -1 | 11 | 3 | -4 | -4 | 84
53 | CNC(=S)Nc1ccc(OC)c(OC)c1 | -1 | -40 | . | . | 6 | -6 | 16 | -16 | .
54 | COc1ccc(N(CC(=O)NC2CCCC2)C(=O)CCC(=O)Nc2cc(C)on2)c(OC)c1 | -3 | -4 | -1 | -2 | 3 | -3 | -6 | -4 | 123
55 | O=C(CCCCCN1C(=O)CCC1=O)Nc1ccc2c(c1)OCCO2 | 5 | -3 | -10 | -11 | 2 | 3 | -5 | -16 | 114
56 | CCOC(=O)c1sc2nc(C)c3c(c2c1N)CC(C)(C)OC3 | -5 | -16 | 4 | -5 | 11 | 15 | -9 | -17 | 95[fluorescence artefact?]
57 | CCc1ccc(NC(=O)C(C)Oc2nnc(-c3cccs3)c(-c3cccs3)n2)cc1 (stereo not drawn) | 5 | 9 | -12 | -7 | 16 | 3 | 21 | -2 | 195
58 | Cc1c(C(=O)NCC2CCCO2)sc2nc(-c3ccccc3)cn12 (stereo not drawn) | 5 | -12 | . | . | -1 | -9 | 2 | 11 | .
59 | CC(=O)Nc1ccc(C(=O)NC(CC(=O)O)c2ccc(Cl)cc2)cc1 (stereo not drawn) | -3 | 11 | 8[fluorescence artefact?] | 7[fluorescence artefact?] | 4 | 1 | -20 | -5 | 119[fluorescence artefact?]
60 | Clc1ccc2c(c1)C=Nc1c(NCc3ccccc3)ncnc1O2 | 5 | 19 | 19 | 14 | 6 | 1 | 2 | -11 | 136

The list goes on:
nr | Molecule | Mac1 fbg enh | Mac1 fbg inh | ERa SRC1 inh | ERb coact inh | HIV Rev-RRE inh | FAK inh | Plk1 PBD FP | PLK1 kinase inh | ERa coact pot
61 | CCOC(=O)/C(C#N)=C1\Nc2ccccc2N=C1N(CC(C)C)CC(C)C | 5 | 3 | -7 | -5 | 27 | -1 | 11 | -13 | 94
62 | O=C1C2CC=CCC2C(=O)N1Cc1ccccc1 (stereo not drawn) | . | . | 5 | -5 | 9 | 3 | 9 | -10 | 99
63 | CCn1c(/C=C/N(C)c2ccccc2)[n+](CC)c2ccc(Cl)cc21 | -4 | 19 | . | . | 10 | 2 | 31 | -10 | .
64 | O=C(NCc1ccc2c(c1)OCO2)C1CCN(c2ccc(S(=O)(=O)N3CCCC3)cc2)CC1 | 1 | 10 | . | . | 10 | 1 | -14 | -12 | .
65 | Cc1cc(C)n2nc(SCn3nnc4ccccc4c3=O)nc2n1 | 4 | -24 | 19 | 23 | 6 | 7 | -6 | -7 | 117
